Compound activity: PubChem, several laboratories
Yfh1-depleted yeast = enhancers of respiration in Yfh1-depleted yeast, dose response, Friedreich's ataxia, plus single-dose screen (AID 1465); S. cerevisiae Yfh1-off respiration, WST-1 reduction, 72 h; higher fold induction means a stronger effect; one-dose fold induction at 50 µM; EC50 in µM for titrated hits; actives 0.074% (n = 220,000);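 active = fold induction of absorbance versus untreated yeast above a set limit, then at least 30% activation at any dose in follow-up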;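 also: activators that raise dye reduction in frataxin-depleted yeast; strong numbers were not always called active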
b-catenin transl = modulators of beta-catenin nuclear translocation, primary screen, imaging, HeLa cells, immunofluorescence, high-content | nuclear translocation activity, % at 5 µM | AID 1665, 2009 | actives 0.3% (n = 190,000);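 active = nuclear translocation activity above 50% at 5 µM, with a well cell count of 50 or more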;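 also: per-cell ratio of nuclear to cytoplasmic median beta-catenin stain intensity; plate controls were DMSO negative control for no effect and GSK-3 inhibitor IX positive control for full effect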
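Signal – beta-catenin immunofluorescence imaging with DAPI · Test system – human HeLa cell line · Dosing – 5 µM primary single dose, 0.1% DMSO, 0.02–20 µM confirmation series · Measure – % activation, nuclear-to-cytoplasmic median beta-catenin signal ratio per cell · Incubation – 24 h compound exposure at 37°C, 5% CO2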
WT yeast gro inh = growth inhibition of WT strain, primary screen, mitochondrial fusion inhibitor project, WT and mutant strains, chemical genetic. mitochondrial fusion phenotypic screen. inhibition, % at 10 µM. actives 2.1% (n = 190,000). AID 1362, 2008; in the data active = inhibition above about 58%; tested in S. cerevisiae
HIV fusion peptide = inhibitors of HIV fusion peptide binding, primary screen, biochemical, uHTS, fluorescence dequenching (AID 1986); cell-free peptide binding, fluorescence dequenching, 30 min; higher % means a stronger effect; inhibition, % at 20 µM, or IC50 in µM where a hit was titrated; actives 0.3% (n = 290,000); in the data active = inhibition mostly above about 52%, no sharp cut-off; inactive = mostly below about 76%; also: some results filed as inactive read as strong as hits
MT stabilizer = microtubule stabilizers in HeLa cells, primary screen, imaging, high-content imaging | % tubulin-high responders, % at 10 µM | actives 0.83% (n = 200,000) | HeLa tubulin immunostaining HCS, 24 h; share of cells brighter than vehicle mean+2SD;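 active = plate Z-score above 3 for both tubulin-high and condensed-nucleus cell shares, with cell loss under 80%, at 10 µM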;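 also: anti alpha tubulin signal scored within the nucleus-defined area of each cell; some results filed as inactive read as strong as hits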
Insulin prom up = insulin promoter activators in MIN6 cells, imaging, high-content screening, mouse beta cells | MIN6 insulin promoter-GFP reporter; stronger effect = higher value | z-score at 5 µM | actives 0.3% (n = 190,000);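 active = z-score above 3 at 5 µM with at least 500 cells counted in the well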
Dynein transport = inhibitors of GR-EGFP nuclear translocation, primary screen, dynein cargo transport inhibitor project, imaging, high-content, 3617.4 mouse cells | test concentration mostly 20 µM; stimulated with dexamethasone, 1 µM; stronger effect = lower value | z-score, hits read low | actives 0.47% (n = 220,000) | AID 1381, 2008;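 active = plate z-score of nuclear minus cytoplasmic receptor signal below a set negative limit, without overly bright fluorescence or cell loss, cut at about -3.5 in these data, passing the limit was not always enough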;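 also: z-score of nuclear minus cytoplasmic ring GR-EGFP intensity difference per well; some compounds called inactive have numbers as strong as hits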
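Schedule: 48 h induction, then 1 h compound, then 30 min agonist, 37 °C. Buffer or medium: tetracycline-free induction medium containing charcoal-stripped FBS. Reagent: 1.0 µM final dexamethasone stimulus. Evaluation: nuclear versus cytoplasmic GR-EGFP signal, averaged per well. Signal: high-content fluorescence imaging after fixation.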
Autophagy HCS = autophagy modulators in MEF cells, primary screen, imaging, high-content, MEF GFP-LC3; MEF GFP-LC3 puncta imaging; test concentration mostly 10 µM; calls only at 10 µM (by protocol); actives 0.98% (n = 190,000); AID 463193, 2010;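 active = percentage of spot-positive cells more than 3 SD above its plate mean, without a fluorescence outlier flag or 80% toxicity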;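 also: spot-positive cell cutoff set from DMSO-treated cells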
AID2073 = inhibitors of Mint1-CaV2.2 protein interaction, biochemical, HTRF (AID 2073); inhibition, % at 20 µM, or IC50 in µM where a hit was titrated; Voltage-dependent N-type calcium channel subunit alpha-1B (Homo sapiens); HTRF protein-protein interaction, Mint1-CaV2.2; higher % means a stronger effect; actives 0.19% (n = 290,000); in the data active = inhibition mostly above about 51%, no sharp cut-off; also: some results filed as inactive read as strong as hits
WT yeast gro inh mutant strain = recorded beside WT yeast gro inh, whose call it bears; inhibition, %; mitochondrial fusion phenotypic screen, mutant strain inhibition
Dynein transport cytoplasmic EGFP = recorded beside Dynein transport, whose call it bears; z-score; measured here: cytoplasmic GR-EGFP intensity; stronger effect = higher value
Dynein transport nuclear GR-EGFP = recorded beside Dynein transport, whose call it bears; z-score; measured here: nuclear GR-EGFP intensity;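 lower value marks the stronger effect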
Dynein transport cell count = also measured in Dynein transport; calls as there; z-score; measured here: cell count per field
Insulin prom up cell count = also measured in Insulin prom up; calls as there; cell count; measured here: cytotoxicity, nuclei count;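 total cells summed across four imaged fields per well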
b-catenin transl cell count 5 µM = also measured in b-catenin transl; calls as there; cell count; measured here: cell count, cytotoxicity flag
MT stabilizer Hoechst-high % = further read-out of MT stabilizer, marked with its call; % Hoechst-high responders; measured here: nuclear condensation Hoechst responders;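 share of cells brighter than vehicle mean plus two SD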
MT stabilizer cytotoxicity % = recorded beside MT stabilizer, whose call it bears; toxicity, %; measured here: cytotoxicity by cell density;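 0% = mean cell density of plate MIN control wells and 100% = no cells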
Autophagy HCS cell loss 18 h = further read-out of Autophagy HCS, marked with its call; toxicity, %; measured here: cell loss, nuclei count;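 cell loss after 18 h compound exposure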
Starred values were filed as active, the others as inactive; i = inactive; · = not tested or not shown.

[1] Cc1ccc(-n2c(/C=C/c3ccc4c(c3)OCO4)nc3ccccc3c2=O)cc1
[2] O=c1c2ccccc2nc(-c2ccccc2)n1-c1ccccc1
[3] CCCCn1c(O)c(C(C)=Nc2ccc3c(c2)CCC3)c(=O)[nH]c1=O
[4] CCC12CN3CCN(CC(C3)/C1=N/NC(=O)c1ccncc1)C2
[5] Fc1ccc(C2NCCc3[nH]cnc32)cc1 (stereo not drawn)
[6] Clc1cccc(CN2CCCCC2c2cccnc2)c1 (stereo not drawn)
[7] CCOC(=O)C1(CCOc2ccccc2)CCN(C2Cc3ccccc3C2)CC1
[8] Cc1cccnc1NC1=NCC(C)S1 (stereo not drawn)

Assay by compound,1,2,3,4,5,6,7,8
Yfh1-depleted yeast,i,i,i,i,i,i,i,i
b-catenin transl,-3.5,-0.8,-1.5,-0.2,-0.5,-2.2,0.0,-1.7
b-catenin transl cell count 5 µM,528,1438,1395,1121,1073,1149,1552,1067
WT yeast gro inh,36,·,·,-14,-10,9,30,5
WT yeast gro inh mutant strain,22,·,·,-1,-1,0,35,9
HIV fusion peptide,-0.1%,-0.1%,1.0%,-0.2%,2.9%,-4.7%,0.0%,0.5%
MT stabilizer,2.1,·,·,3.4,4.0,3.1,3.5,4.9
MT stabilizer Hoechst-high %,4.7,·,·,1.7,4.2,2.4,2.0,2.1
MT stabilizer cytotoxicity %,1.5,·,·,2.6,15,9.7,10,6.7
Insulin prom up,-0.58,-0.69,-0.13,1.1,0.06,0.77,-0.12,-0.05
Insulin prom up cell count,1112,981,1033,1218,1440,861,1638,1786
Dynein transport,-0.28,-0.2,0.55,0.35,-0.12,-0.61,-0.54,-0.48
Dynein transport cytoplasmic EGFP,-0.25,-0.23,-0.25,1.5,-0.053,-0.46,-0.28,-0.047
Dynein transport nuclear GR-EGFP,0.0013,-0.13,0.22,0.3,0.02,-0.26,0.14,0.33
Dynein transport cell count,1.3,0.9,0.066,-0.033,-0.76,0.78,0.47,-0.13
Autophagy HCS,i,·,·,i,i,i,i,i
Autophagy HCS cell loss 18 h,21,·,·,1,-8,-3,12,-5
AID2073,-1%,-3%,-1%,7%,2%,-5%,-5%,2%

Pulled one by one from above:
[4] CCC12CN3CCN(CC(C3)/C1=N/NC(=O)c1ccncc1)C2
[2] O=c1c2ccccc2nc(-c2ccccc2)n1-c1ccccc1

Assay by compound,4,2
Yfh1-depleted yeast,i,i
b-catenin transl,-0.2,-0.8
b-catenin transl cell count 5 µM,1121,1438
WT yeast gro inh,-14,·
WT yeast gro inh mutant strain,-1,·
HIV fusion peptide,-0.2%,-0.1%
MT stabilizer,3.4,·
MT stabilizer Hoechst-high %,1.7,·
MT stabilizer cytotoxicity %,2.6,·
Insulin prom up,1.1,-0.69
Insulin prom up cell count,1218,981
Dynein transport,0.35,-0.2
Dynein transport cytoplasmic EGFP,1.5,-0.23
Dynein transport nuclear GR-EGFP,0.3,-0.13
Dynein transport cell count,-0.033,0.9
Autophagy HCS,i,·
Autophagy HCS cell loss 18 h,1,·
AID2073,7%,-3%

New compounds follow
[9] O=c1[nH]c(=O)n(Cc2ccccc2)c(O)c1C=NCCN1CCNCC1
[10] CC(C(=O)O)N(C(=O)c1ccccc1)c1ccc(F)c(Cl)c1 (stereo not drawn)
[11] CCOC(=O)C(O)(c1ccc(N(CC)C(=O)COc2ccccc2)cc1)C(F)(F)F (stereo not drawn)
[12] COCCNC(=O)c1c(NC(=O)c2ccc(Br)o2)n(Cc2ccccc2)c2nc3ccccc3nc12
[13] C=CCn1c(O)c(/C=N/N2CCOCC2)c(=O)[nH]c1=S
[14] CCC(C)NC(=O)CN1C(=O)CN=C(c2ccccc2)c2ccccc21 (stereo not drawn)
[15] COc1ccc(CCn2c(O)c(C=NCCCn3ccnc3)c(=O)[nH]c2=O)cc1OC
[16] O=C1CN=C(c2ccccc2)c2ccccc2N1Cc1ccc(C(F)(F)F)cc1

Assay by compound,9,10,11,12,13,14,15,16
Yfh1-depleted yeast,i,i,i,i,·,i,i,i
b-catenin transl,-0.3,1.7,-0.8,-0.3,·,1.6,·,-1.7
b-catenin transl cell count 5 µM,1034,1526,1154,453,·,1037,·,1120
WT yeast gro inh,14,2,-2,-11,7,4,-6,-1
WT yeast gro inh mutant strain,7,-1,-2,-29,7,-1,9,-2
HIV fusion peptide,-3.1%,0.1%,-0.7%,7.8%,0.8%,-1.0%,4.7%,-1.3%
MT stabilizer,1.8,2.8,1.9,3.3,7.2,1.1,0.7,2.7
MT stabilizer Hoechst-high %,1.9,2.1,1.9,3.0,2.2,1.6,1.4,0.9
MT stabilizer cytotoxicity %,4.1,1.3,10,5.3,2.9,8.6,6.2,4.3
Insulin prom up,0.61,·,0,1.2,0.24,-0.79,·,0.12
Insulin prom up cell count,1194,·,1391,1244,1237,1192,·,1962
Dynein transport,0.071,-1.1,0.22,0.82,2.3,0.39,-1.1,-0.33
Dynein transport cytoplasmic EGFP,-0.26,-0.29,-0.24,0.083,-0.099,-0.32,-0.056,-0.18
Dynein transport nuclear GR-EGFP,-0.1,-0.49,0.27,1.6,0.99,0.37,-0.31,-0.34
Dynein transport cell count,1,1.1,0.2,-1.5,-0.92,-0.14,0.62,0.49
Autophagy HCS,i,i,i,i,i,i,i,i
Autophagy HCS cell loss 18 h,20,17,9,1,0,13,-12,-25
AID2073,-1%,13%,5%,31%,1%,-5%,6%,5%

[17] CCC(=NCCCN1CCOCC1)c1c(O)n(-c2ccccc2C)c(=O)[nH]c1=O
[18] CC(=NCCC1=CCCCC1)c1c(O)n(-c2ccccc2)c(=O)[nH]c1=O
[19] CN(C)c1ccc(/C=C2\C(=O)NC(=O)N(CCc3ccc(F)cc3)C2=O)cc1
[20] COc1ccc(-c2n(-c3ccccn3)c3ccccc3[n+]2-c2ccccn2)cc1
[21] CC(C)CCNC(=O)CN1C(=O)CN=C(c2ccccc2)c2ccccc21
[22] Cc1ccsc1C(=O)C1CCCN(Cc2cnc(N3CCOCC3)s2)C1 (stereo not drawn)
[23] CCn1nc(/C=C/c2ccccc2)nc2c(=O)n(C)c(=O)nc1-2
[24] CC1(C)N=C(c2ccccc2)[C@@H]2C(c3ccc([N+](=O)[O-])cc3)N21 (stereo partly drawn)

Assay by compound,17,18,19,20,21,22,23,24
Yfh1-depleted yeast,i,i,i,i,i,i,i,i
b-catenin transl,0.1,1.6,0.9,0.0,0.3,2.9,-2.5,-1.4
b-catenin transl cell count 5 µM,1354,1360,1270,1405,1329,944,540,541
WT yeast gro inh,·,·,·,·,·,-4,90*,-8
WT yeast gro inh mutant strain,·,·,·,·,·,-5,90*,6
HIV fusion peptide,-1.1%,-0.4%,17%,4.0%,-1.4%,-1.0%,1.1%,0.0%
MT stabilizer,·,·,·,·,·,2.3,28*,2.0
MT stabilizer Hoechst-high %,·,·,·,·,·,2.8,77*,2.0
MT stabilizer cytotoxicity %,·,·,·,·,·,8.9,78*,8.7
Insulin prom up,-0.19,-0.81,0.94,-0.07,0.08,0.3,-4.7,-0.22
Insulin prom up cell count,1106,1538,988,706,1006,1386,738,1286
Dynein transport,-1.1,-0.051,-0.39,2.3,-0.1,-0.4,-1.5,0.25
Dynein transport cytoplasmic EGFP,-0.11,-0.19,-0.17,-0.7,-0.28,-0.33,0.52,-0.27
Dynein transport nuclear GR-EGFP,-0.47,0.1,0.23,0.87,0.82,-0.24,-0.53,0.17
Dynein transport cell count,1,-0.35,0.91,-1.2,-0.4,0.62,0.32,1.3
Autophagy HCS,·,·,·,·,·,i,i,i
Autophagy HCS cell loss 18 h,·,·,·,·,·,-15,38,15
AID2073,8%,6%,13%,3%,-4%,10%,0%,6%

[25] Cc1cccc(CN2CCCC(C(=O)c3cccc(OC(C)C)c3)C2)n1 (stereo not drawn)
[26] CC(=NCC1CCCO1)c1c(O)n(Cc2ccccc2)c(=O)[nH]c1=O (stereo not drawn)
[27] O=c1[nH]c(=O)n(Cc2ccccc2)c(O)c1C=Nc1ccc(CN2CCOCC2)cc1
[28] CC(C)[N+](C)(CCC(C(N)=O)(c1ccccc1)c1ccccc1)C(C)C
[29] CCC(C#N)(CC)P(=S)(c1ccccc1)c1ccccc1

Assay by compound,25,26,27,28,29
Yfh1-depleted yeast,i,i,i,i,i
b-catenin transl,1.0,-2.3,0.5,0.0,-2.7
b-catenin transl cell count 5 µM,1531,1081,1200,1157,549
WT yeast gro inh,15,9,10,5,52
WT yeast gro inh mutant strain,5,23,4,7,35
HIV fusion peptide,1.0%,1.1%,6.3%,-0.6%,1.9%
MT stabilizer,2.7,3.3,4.0,·,3.9
MT stabilizer Hoechst-high %,2.6,2.6,0.9,·,1.7
MT stabilizer cytotoxicity %,8.1,5.8,12,·,4.4
Insulin prom up,0.04,0.42,0.7,0.28,-0.05
Insulin prom up cell count,1115,1858,1191,1544,1054
Dynein transport,0.036,-0.45,2,·,0.7
Dynein transport cytoplasmic EGFP,-0.26,-0.19,-0.19,·,-0.13
Dynein transport nuclear GR-EGFP,-0.11,-0.045,0.47,·,0.7
Dynein transport cell count,0.37,0.34,-0.9,·,-0.68
Autophagy HCS,i,i,i,·,i
Autophagy HCS cell loss 18 h,-4,-6,-1,·,-2
AID2073,6%,42%,9%,2%,-5%

An excerpt; rates above refer to the full screens.
